PERK inh – blocks human PERK kinase | Q9NZJ5 | CHO PERK-DD fusion, SEAP luminescence translation reporter | inhibition, % at 5.6 µM | 220,000 compounds, 0.17% hits | AID 1416;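 active means inhibition above the mean inhibition of all tested compounds plus 3 SD, set separately per screening campaign, cut at about 2.9% in these data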;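 further: PERK kinase domain activated by AP20187 dimerizer at 100 nM; 0% = DMSO with dimerizer and 100% = rapamycin at 8.4 µM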
RBBP9 inhibitor – inhibitors of human serine hydrolase RBBP9; recombinant RBBP9, FP-Rh probe fluorescence polarization; AID 1515; inhibition, % at 7.94 µM; 220,000 compounds, 0.2% hits;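 active means inhibition above the campaign mean of all tested compounds plus 3 SD, cut at about 14% in these data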;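 further: plate controls were DMSO wells with RBBP9 for no effect and wells lacking RBBP9 protein for full effect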
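Assay system: recombinant human RBBP9; Reagent: Serine-hydrolase probe FP-Rh, 375 nM pre-mixing; Doses: 7.94 µM single dose, 0.794% DMSO; Incubation: 30 min then 45 min, 25 °C; Detection: fluorescence polarization (mP), excitation 525 nm, emission 598 nm; Evaluation: percent inhibition from mP, scaled between DMSO and no-protein wells.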
Hck Nef HTS – inhibitors of human Hck kinase activated by Nef; inhibition, % at 20 µM; P08631; AID 463187; 220,000 compounds, 0.68% hits; Recombinant Hck-YEEI plus Nef, Z-Lyte FRET kinase assay;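 active means Hck-Nef kinase inhibition above about 50%, limit read from the data; inactive means inhibition below that limit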;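 further: 0% = DMSO with Hck plus Nef and 100% = Hck alone without Nef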
EP2 antag – inhibitors of human EP2 prostaglandin E2 receptor; P43116; 260,000 compounds, 0.52% hits; AID 1422; C6 glioma cells expressing human EP2, cAMP TR-FRET; cells stimulated with saturating PGE2; inhibition, % at 25 µM;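 active means percent inhibition above 40 after rounding to a whole number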;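 further: rat C6 glioma host cells with rolipram phosphodiesterase inhibitor present; the protocol text gives 20 µM as final concentration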
Target sequence (P43116 whole entry, looked up): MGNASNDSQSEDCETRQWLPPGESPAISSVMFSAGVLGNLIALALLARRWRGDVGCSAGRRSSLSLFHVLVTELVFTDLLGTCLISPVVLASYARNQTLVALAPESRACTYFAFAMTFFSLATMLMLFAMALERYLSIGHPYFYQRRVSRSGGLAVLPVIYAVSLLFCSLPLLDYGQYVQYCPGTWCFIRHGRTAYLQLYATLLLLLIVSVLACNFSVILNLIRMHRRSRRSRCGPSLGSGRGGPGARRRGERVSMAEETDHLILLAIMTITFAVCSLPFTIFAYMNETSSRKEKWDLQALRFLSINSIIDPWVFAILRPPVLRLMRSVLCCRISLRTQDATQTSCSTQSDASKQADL
L929 necroptosis – L929 zVAD cell death inhibition | L929 zVAD necroptosis rescue, ATP luminescence, 24 h; with zVAD 60 µM | viability rescue, % at 10 µM | 220,000 compounds, 0.38% hits;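 active means activation, scaled between plate controls, above about 75%, limit read from the data; inactive means activation under that limit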;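 further: 0% = zVAD with DMSO and 100% = DMSO alone without zVAD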
Runt-SMMHC FRET – inhibitors of human RUNX1 Runt domain binding to CBFb-SMMHC | AID 1434 | Q01196+Q13951 | Cerulean-Runt/Venus-CBFb-SMMHC FRET ratio 530/480, 1 h | 220,000 compounds, 0.74% hits | inhibition, % at 20 µM;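 active means mean inhibition across duplicate retests at 20 µM reaching about 50%, limit read from the data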;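 further: 0% = DMSO wells and 100% = wells with excess untagged CBFb-SMMHC; inhibitors lower the FRET ratio by blocking Runt binding to CBFb-SMMHC; some results filed as inactive read as strong as hits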
Target sequence (Q01196 whole entry, looked up, the tested form may be a part): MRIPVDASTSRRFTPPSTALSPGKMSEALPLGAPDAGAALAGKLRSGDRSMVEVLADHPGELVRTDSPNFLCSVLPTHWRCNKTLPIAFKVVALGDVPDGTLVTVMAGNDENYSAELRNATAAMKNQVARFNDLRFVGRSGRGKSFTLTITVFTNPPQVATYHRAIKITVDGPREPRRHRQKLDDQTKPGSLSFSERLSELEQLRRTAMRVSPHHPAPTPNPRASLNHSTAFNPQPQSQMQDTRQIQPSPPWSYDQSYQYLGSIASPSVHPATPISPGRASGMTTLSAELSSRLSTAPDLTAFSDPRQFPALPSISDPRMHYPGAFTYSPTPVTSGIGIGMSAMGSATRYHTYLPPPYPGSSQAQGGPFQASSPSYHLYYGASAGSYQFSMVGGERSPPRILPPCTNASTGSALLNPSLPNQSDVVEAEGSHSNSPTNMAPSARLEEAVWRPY
Target sequence (Q13951 whole entry, looked up, the tested form may be a part): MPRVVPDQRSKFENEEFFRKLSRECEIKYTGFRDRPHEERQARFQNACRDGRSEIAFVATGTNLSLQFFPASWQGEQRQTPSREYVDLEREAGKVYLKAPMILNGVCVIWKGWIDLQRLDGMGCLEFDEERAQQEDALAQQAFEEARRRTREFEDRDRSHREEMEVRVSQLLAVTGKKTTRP
Runt-CBFb FRET – inhibitors of human RUNX1 Runt domain binding to CBFb. Q01196+Q13951. Cerulean-Runt/Venus-CBFb FRET ratio 530/480, 1 h. inhibition, % at 20 µM. 220,000 compounds, 0.46% hits;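 active means inhibition over about 50% at 20 µM in the single-dose screen, limit read from the data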;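 further: 0% = DMSO wells and 100% = excess unlabeled CBFb competitor control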
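Schedule: protein complex preformed 1 h, compound exposure 1 h, room temperature, dark; test system: Cerulean-labeled Runt domain protein; amount: 100 nM per protein; buffer or medium: Tris 50 mM pH 7.5, KCl, K2SO4, 0.01% BSA; read-out: loss of energy transfer signal; detection: FRET fluorescence; controls: 5 µM unlabeled CBFb as full-inhibition high control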
EP2 mod – modulators of human EP2 prostaglandin E2 receptor; P43116; EP2-expressing cells, cAMP HTRF FRET, PGE2 co-stimulation; induction, % at 25 µM; 260,000 compounds, 0.83% hits; AID 940;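 active means compounds whose cAMP rise, as percent of the full-agonist control response, exceeds 60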;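 further: rat C6 glioma line stably carrying human EP2 under a CMV promoter; the protocol text gives 20 µM as final concentration; 100% = response of wells given 1 µM PGE2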
TNF necrop inh – TNF-alpha cell death inhibition in Jurkat FADD-/- cells | Jurkat FADD-/- TNF necroptosis rescue, ATP luminescence, 24 h; 0 = TNF only, 100 = no-TNF cells | activation (protection from cell death), % at 10 µM | 220,000 compounds, 0.068% hits | AID 463075;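 active means activation, meaning protection from cell death, of at least 50% relative to plate controls; inactive means activation below 50%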;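 further: necroptosis triggered by 40 ng/mL TNF-alpha added together with compound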
* hit, by the source's call; / = no result given. An excerpt. The share of hits here may be higher or lower than overall.

SMILES	PERK inh	RBBP9 inhibitor	Hck Nef HTS	EP2 antag	L929 necroptosis	Runt-SMMHC FRET	Runt-CBFb FRET	EP2 mod	TNF necrop inh
Cc1nc2ccc(S(=O)(=O)NC(C(=O)N3CCCCCC3)C(C)C)cc2s1 (stereo unspecified)	-0.6	-7	2	11	0.3	2	-1	-17	1.5
COc1ccc(-c2nc3ccccc3n2OCC(=O)O)cc1	0.7	-2	-5	7	-0.1	0	1	-1	-2.3
O=C(COc1cccc2cccnc12)Nc1ccccc1N1CCOCC1	-0.4	1	4	10	0.2	1	/	4	-0.9
O=C(Nc1ccccc1)N1CCc2c([nH]c3ccccc23)C1C(F)(F)F (stereo unspecified)	-0.5	-2	5	16	1.3	2	-1	-42	33
Cc1ccc(S(=O)(=O)Nc2ccc(C(OC(=O)c3ccccc3[N+](=O)[O-])(C(F)(F)F)C(F)(F)F)cc2)cc1	-0.3	-8	2	7	4.3	1	-4	16	0.8
CCOC(=O)c1c(NC(=O)C2C3C=CC(C3)C2C(=O)O)sc2c1CCC(C)C2 (stereo unspecified)	-0.3	-10	4	18	-0.1	-3	-7	24	0.0
O=C1/C(=C\c2ccc(O)cc2)SC(=S)N1c1cccnc1	1.3	-12	17	12	-1.3	-42	-13	-8	-0.1
O=C(Nc1ccc2c(c1)OCO2)c1cnn2cccnc12	2.5	7	6	15	0.2	-3	-1	13	-3.9
Cc1cc(NC(=O)CN2CCCC(C)C2)no1 (stereo unspecified)	1.1	-1	15	9	0.2	8	1	7	1.1
Cc1ccc(C[n+]2cc(-c3ccc(Cl)cc3)n3c2CCC3)cc1	1.1	-2	8	5	-0.3	1	0	-30	-0.2
O=C1N(c2ccc(Cl)cc2)C(c2ccc(Cl)cc2)N2CCCN12 (stereo unspecified)	0.2	1	2	0	1.0	-1	-1	10	2.8
CC(C)NC(=O)C1CCN(C2CCN(Cc3ccc4cccc(F)c4n3)CC2)CC1	1.2	-1	-10	4	0.5	-2	-2	-21	-0.2
Cc1ccc(/C=C2\Oc3cc(OC(=O)N4CCOCC4)ccc3C2=O)cc1	0.4	-6	0	6	0.1	4	2	-2	0.2
COCCCNC(=O)CN(c1cc(C(F)(F)F)ccc1Cl)S(C)(=O)=O	-0.4	-13	7	5	-1.0	0	5	8	1.6
Cc1ccc2c(c1)nnn2C1CCN(CC(=O)NCc2ccccc2F)CC1	0.6	4	23	5	0.4	-2	3	-11	2.5
Cc1ccc(-n2c(-c3ccncc3)nnc2-c2cccs2)cc1	0.3	-4	1	9	-0.5	/	/	/	-0.8
CCOc1ccccc1CNC(=O)C1CCN(c2nc3ccccc3o2)CC1	-1.6	-11	-1	/	-0.4	-2	-2	23	-0.1
CCOC(=O)CCc1c(C)c2ccc(O)cc2oc1=O	0.4	-5	90*	7	-0.3	91*	40	22	-1.9
Cc1[nH]n(-c2ccccc2)c(=O)c1C(=O)c1ccc([N+](=O)[O-])cc1	0.1	-1	22	8	0.7	2	-1	10	-0.2
Cc1cccc(-c2cc(C(=O)N3CCCc4ccccc43)c3ccccc3n2)c1	-0.2	1	2	4	1.2	0	-1	33	1.8
COc1ccc(-n2ccnc2)cc1	0.6	-5	-8	7	3.0	-1	0	0	0.1
O=C(c1ccco1)N1CCN(/C(=N/S(=O)(=O)c2cccs2)c2ccccc2Cl)CC1	-0.8	-2	-2	13	-0.4	-2	-1	-1	-1.0
COC(=O)c1sc(N2C(=O)C(=O)/C(=C(/O)c3ccc(C)cc3)C2c2ccco2)nc1C (stereo unspecified)	1.6	-12	30	19	-0.8	9	16	-7	-0.4
O=C(CCN1C(=O)c2ccccc2C1=O)N1CCN(C(=O)c2ccccc2)CC1	-0.3	-9	9	13	-0.9	1	2	16	-0.2
COC(=O)C1=C(C)Nc2[nH]c(=S)[nH]c(=O)c2C1c1ccc(OC)cc1 (stereo unspecified)	1.7	0	28	2	2.4	26	33	28	0.3
CCCS(=O)(=O)N1CCCC(C(=O)NCCN(CC)c2ccccc2)C1 (stereo unspecified)	0.1	-8	2	17	-0.3	-2	12	-27	-2.9
CC(=O)NS(=O)(=O)c1ccc(NC(=O)/C=C/c2ccc(C)o2)cc1	1.4	-9	39	8	1.3	22	35	1	-0.8
CCN(CC)S(=O)(=O)c1cc(C(=O)Nc2ccccc2C(=O)O)ccc1OC	0.7	-12	0	-2	1.4	2	-2	13	0.6
COc1ccc(Cc2nnc(NC(=O)c3c(-c4ccccc4)noc3C)s2)cc1	-0.1	1	3	12	-0.2	0	4	21	2.0
COCCCNC(=S)Nc1ccc(N2CCCCC2)cc1	1.8	9	21	2	2.6	3	4	-4	0.2
COc1ccc([C@H]2CC(=O)c3c(O)cc(O)cc3O2)cc1O	1.6	-10	21	17	0.4	1	1	-2	-0.1
COC(=O)c1ccccc1NC(=S)NC(=O)COc1ccccc1Cl	0.5	0	0	/	-0.1	0	-2	13	-3.0
CNC(=S)Nc1ccc2[nH]c(=O)[nH]c2c1	0.3	-6	6	6	0.5	-4	5	5	-0.5
CCN(CC)CCCC1(CN)OCCc2ccccc21 (stereo unspecified)	0.1	-4	-1	17	0.5	-2	-1	13	0.4
CC(=O)Nc1ccc(C(=O)Nc2nc(-c3cc(C)n(Cc4ccccc4)c3C)cs2)cc1	0.6	-15	3	4	1.9	-21	-1	-100	1.2
O=C(NCCCn1ccnc1)C1CC2CCC1C2 (stereo unspecified)	0.2	-5	0	15	0.2	2	-1	22	0.6
Cc1cc(C)n2nc(SCC(=O)N(C)Cc3ccccc3)nc2n1	-0.6	-1	0	7	-0.1	-1	-1	-11	-0.7
Cc1nc(N2CCC(C)CC2)c2c(C)c(C(=O)O)sc2n1	1.4	0	1	14	-0.1	-6	0	37	0.3
Cc1ccc(S(=O)(=O)n2nccc2-c2c(-c3ccc(Cl)cc3)noc2C)cc1	0.7	11	7	8	1.0	-1	-1	28	-0.1
Cn1c(Cc2csc(N)n2)nnc1SCC(=O)NCc1ccccc1	0.8	-6	-7	14	/	2	-3	12	1.4

Among those listed so far, two have a nitro group on carbon.
SMILES	PERK inh	RBBP9 inhibitor	Hck Nef HTS	EP2 antag	L929 necroptosis	Runt-SMMHC FRET	Runt-CBFb FRET	EP2 mod	TNF necrop inh
Cc1ccc(S(=O)(=O)Nc2ccc(C(OC(=O)c3ccccc3[N+](=O)[O-])(C(F)(F)F)C(F)(F)F)cc2)cc1	-0.3	-8	2	7	4.3	1	-4	16	0.8
Cc1[nH]n(-c2ccccc2)c(=O)c1C(=O)c1ccc([N+](=O)[O-])cc1	0.1	-1	22	8	0.7	2	-1	10	-0.2

New compounds follow:
SMILES	PERK inh	RBBP9 inhibitor	Hck Nef HTS	EP2 antag	L929 necroptosis	Runt-SMMHC FRET	Runt-CBFb FRET	EP2 mod	TNF necrop inh
CC1CN(S(=O)(=O)c2ccc(C(=O)NCCCn3ccnc3)cc2)CC(C)O1 (stereo unspecified)	1.8	-1	-1	4	0.1	2	-3	18	-4.3
O=C(CN1CCSCC1)N/N=C/c1ccc(Cl)cc1	-0.2	-2	17	2	-0.5	2	1	-6	0.4
O=C(NCc1ccco1)C1(c2ccc(Br)cc2)CCCC1	0.4	-2	-1	6	0.6	131	0	-6	0.6
CCCOC(=O)C(C)n1cnc2sc(C)c(C)c2c1=O (stereo unspecified)	0.1	-5	3	/	-0.2	0	0	1	-0.9
COc1ccc2c(=O)c3c(=O)n(-c4ccc(C)cc4)c(-c4ccccc4)nc3oc2c1	-0.5	-6	3	8	0.2	2	-1	13	0.4
Cc1ccc(NC(=O)C(c2ccc(Cl)cc2)N2CCOCC2)cc1 (stereo unspecified)	-0.3	0	-24	6	1.3	3	-3	-22	1.6
COC(c1ccccc1)c1nnc(CCC(=O)N2CCN(CCOc3ccccc3)CC2)o1 (stereo unspecified)	0.2	-1	22	3	0.0	2	3	-15	0.7
CCn1cc(C(=O)NC(C)C2CC3CCC2C3)cn1 (stereo unspecified)	1.0	-6	1	8	1.3	2	0	2	1.8
CCCOc1ccc(C2NC(=S)NC(C)=C2C(=O)c2ccccc2)cc1OC (stereo unspecified)	-0.1	0	1	7	1.3	-3	0	11	-1.2
CC(=O)Nc1ccc(S(=O)(=O)Nc2ccc3c(c2)C(=O)OC3)cc1	1.1	-2	11	7	1.2	1	0	19	-0.7
N#C/C(=C\c1ccc(OC(=O)c2ccccn2)cc1)C(N)=O	0.2	-2	4	3	-0.2	24	7	11	1.8
C/C(=N\NC(=O)CCc1ccccc1)c1ccc(Br)cc1	0.9	-9	-10	6	17	-3	-2	35	-1.1
Cc1cccc2sc(NC(=O)C3CCN(S(=O)(=O)c4cc([N+](=O)[O-])ccc4Cl)CC3)nc12	-0.5	-17	2	14	-0.2	0	3	-10	-5.8
Cc1ccccc1CNC(=O)c1ccc(Cl)c([N+](=O)[O-])c1	0.3	-2	2	13	0.3	-3	-2	-37	3.8
CN(C)/N=C/c1cc(Cl)cc([N+](=O)[O-])c1O	0.3	-6	7	4	0.2	-5	-4	-14	0.1
COc1ccc2c(c1)c(/C=N/Nc1nc3ccccc3[nH]1)c(C)n2C	0.1	11	14	49*	5.1	-4	0	-34	17
NC(=O)c1ccsc1NC(=O)COC(=O)CCOc1ccccc1	1.2	1	18	12	2.4	-2	2	-30	1.6
O=C(O)c1ccc(N/N=C/c2ccc(-c3ccc(Cl)cc3Cl)o2)cc1	1.8	-2	49	9	0.3	81*	80*	-59	-4.0
CC(C)Oc1ccc(C2NC(=O)NC2=O)cc1 (stereo unspecified)	-1.4	-8	0	12	0.9	-3	2	11	-0.5
Nc1cccnc1Sc1cc(Cl)cc(Cl)c1	0.8	3	2	9	0.0	1	9	-9	-4.3
Cc1ccc(CNc2ccc(Cl)cc2[N+](=O)[O-])cc1	0.0	-9	-2	/	0.1	-6	-8	16	-0.2
CC1=C(C(=O)OCc2ccccc2)C(c2cccnc2)c2c(n(C)c(=O)n(C)c2=O)N1 (stereo unspecified)	0.2	6	5	10	-0.1	10	3	-1	-4.2
CC(C)Cc1cc(C(=O)Nc2cc(C(F)(F)F)ccc2Cl)no1	0.6	0	0	8	0.2	3	1	18	1.5
C=CS(=O)(=O)c1sc(Cl)c(N2CCOCC2)c1[N+](=O)[O-]	-0.2	-4	33	14	3.5	0	12	-49	-1.0
CC(=O)Nc1ccc(N2C(C(C)=O)=NN(c3ccccc3)C2c2cccs2)cc1 (stereo unspecified)	0.3	-2	2	5	0.1	3	3	25	-1.2
Cc1cccc(N2CCN(C(=O)c3ccc4nc(N5CCCCC5)sc4c3)CC2)c1C	0.1	3	22	7	2.9	3	-4	-39	-3.8
Cc1ccc(-c2ccc(/C=N/O)o2)cc1[N+](=O)[O-]	1.2	-2	16	1	1.1	4	0	-92	-1.9
CCCNc1nc(N2CCOCC2)nc(N2CCOCC2)n1	0.4	-10	-1	8	0.0	6	6	0	-0.6

Compound activity: PubChem, several laboratories
